# Assay outcomes deposited in PubChem BioAssay by several laboratories.
# PKA-R1A activ – activators of PKA-R1A complex; activation, % at 11.4 µM; PKA-R1A dissociation, Cy5-IP20 fluorescence polarization; scaled: DMSO 0%, 113 µM cGMP 100%; P00514+P68181; 340,000 tested, 0.083% active;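 active = percent activation above the mean of all tested compounds plus 3 SD, cut at about 19% in these data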;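 also: higher means more PKAc released from R1A so a rise in polarization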
# DAGLB inhibitor – blocks human DAGLB lipase activity; AID 504411; 340,000 tested, 0.059% active; HEK293T DAGLB membrane lysate, EnzChek fluorogenic substrate; inhibition, % at 5.17 µM; in the data active = inhibition above about 34%;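 also: 0% = enzyme with vehicle and 100% = wells lacking enzyme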
# HTR5A inv ctr – inverse agonist of human HTR5A in OPRM1-OPRD1 counter-screen; 340,000 tested, 0.083% active; HTR5A cell line, luminescence, inverse agonism; AID 504634; P47898; inhibition, % at 9.3 µM; in the data active = inhibition mostly above about 23%, no sharp cut-off; inactive = mostly below about 18%;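 also: 0% = cells with DMSO and 100% = no-cell wells with DMSO; some compounds called inactive have numbers as strong as hits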
# Target sequence (P47898 whole entry, looked up): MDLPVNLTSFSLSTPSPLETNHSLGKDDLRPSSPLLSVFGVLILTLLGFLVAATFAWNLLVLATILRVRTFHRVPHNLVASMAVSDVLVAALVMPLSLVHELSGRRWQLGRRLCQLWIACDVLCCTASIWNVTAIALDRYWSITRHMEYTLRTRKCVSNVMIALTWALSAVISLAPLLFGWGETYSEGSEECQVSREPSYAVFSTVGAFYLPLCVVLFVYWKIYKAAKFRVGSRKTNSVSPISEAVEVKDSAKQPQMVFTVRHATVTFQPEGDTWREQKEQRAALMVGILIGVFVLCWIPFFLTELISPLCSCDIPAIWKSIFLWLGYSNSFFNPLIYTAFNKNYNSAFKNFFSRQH
# Arrestin-AP2 inh – inhibitors of human beta-arrestin and AP2 interaction | inhibition, % at 10 µM | 340,000 tested, 0.31% active | AID 504490 | FITC-arrestin peptide / GST-AP2 beads, flow cytometry; AP2 beta2 appendage carries R879A mutation;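 active = inhibition above a set limit, near 3 SD of compounds lacking own fluorescence, cut at about 54% in these data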;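 also: plate controls were DMSO wells for no effect and 5 µM unlabelled arrestin peptide for full effect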
#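 test system = AP2 appendage R879A on GSH beads | buffer or medium = PBS plus Tween 20 (0.05%) and BSA (0.1%) | incubation = 12 min plus 1 h, RT | detection = bead flow cytometry, FITC channel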
# V-ATPase pHluor – yeast V-ATPase proton transport regulation by pHLuorin. S. cerevisiae, pHLuorin cytosolic pH fluorescence. response, % at 10 µM. 350,000 tested, 0.37% active. AID 504577; in the data active = response mostly above about 7.3%, no sharp cut-off; inactive = mostly below about 5.4%; also: actives read high; inactives centre near 0; some compounds called inactive have numbers as strong as hits; reference of the scale not given here
# MOR-DOR inv ag – mu-delta opioid heterodimer inverse agonism. P35372+P41143. cell-based MOR-DOR heterodimer luminescence. inhibition, % at 9.3 µM. 340,000 tested, 0.21% active. AID 504357; in the data active = inhibition above about 22%, passing the limit was not always enough;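 also: 0% = cells with DMSO and 100% = wells without cells with DMSO; values of inactives mirror those of a sister screen read the other way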
# DSG3 Ab inh – inhibitors of pemphigus antibody binding to human desmoglein-3. AID 588358. binding (percent of control), % at 10 µM. DSG3-coupled beads, scFv-anti-DSG3-GFP binding, flow cytometry; active compounds read low. P32926. 310,000 tested, 0.48% active;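 active = binding more than 3 SD below its plate's average and above zero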;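 also: hits lower antibody fragment binding to DSG3; some compounds called inactive have numbers as strong as hits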
# MOR-DOR ag – agonists of human mu-delta opioid receptor heterodimerization | P35372+P41143 | cells, OPRM1-OPRD1 heterodimerization, luminescence | activation, % at 9.3 µM | 340,000 tested, 0.3% active | AID 504326; in the data active = activation above about 18%;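 also: 0% = vehicle-treated cells and 100% = reference agonist; values of inactives mirror those of a sister screen read the other way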
# HTR5A ag – HTR5A agonism, opioid heterodimer counter-screen | P47898 | HTR5A agonist assay, luminescence, cell-based | activation, % at 9.3 µM | 340,000 tested, 0.61% active | AID 504692; in the data active = activation mostly above about 9.5%, no sharp cut-off; inactive = mostly below about 7.6%;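 also: 0% = cells with vehicle only and 100% = reference agonist; strong numbers were not always called active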
# PKA-R2B act – activators of human PKA-R2B complex; 340,000 tested, 0.079% active; AID 504700; P22694+P31323; activation, % at 11.4 µM; PKA-R2B holoenzyme dissociation, Cy5-IP20 fluorescence polarization; R2B truncated from residue 108, S112A mutant; 0% DMSO only, 100% 113 µM cGMP;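 active = activation above a cutoff set at the mean over all compounds plus 3 SD, cut at about 18% in these data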;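 also: higher means more holoenzyme dissociation and a rise in polarization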
# Target sequence (P31323 whole entry, looked up, other chains not shown, the tested form may be a part): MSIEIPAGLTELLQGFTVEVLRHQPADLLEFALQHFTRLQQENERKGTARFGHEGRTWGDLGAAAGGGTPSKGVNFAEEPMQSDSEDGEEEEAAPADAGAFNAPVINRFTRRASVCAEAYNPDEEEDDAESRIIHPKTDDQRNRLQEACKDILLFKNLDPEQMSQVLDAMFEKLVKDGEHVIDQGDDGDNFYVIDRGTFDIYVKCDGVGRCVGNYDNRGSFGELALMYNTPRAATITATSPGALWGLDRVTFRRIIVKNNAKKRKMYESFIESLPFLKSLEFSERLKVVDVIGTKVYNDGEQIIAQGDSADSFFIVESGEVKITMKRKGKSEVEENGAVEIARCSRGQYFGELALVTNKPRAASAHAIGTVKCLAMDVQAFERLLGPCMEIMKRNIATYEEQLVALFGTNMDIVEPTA
# Starred values were filed as active, the others as inactive; · = not tested or not shown.
SMILES,PKA-R1A activ,DAGLB inhibitor,HTR5A inv ctr,Arrestin-AP2 inh,V-ATPase pHluor,MOR-DOR inv ag,DSG3 Ab inh,MOR-DOR ag,HTR5A ag,PKA-R2B act
COc1ccccc1C1CC(c2ccccc2)=NN1C(=O)c1ccccc1 (configuration not stated),-16,-4,6,7,1,-31,109,6.5,-1,-8
CCOC(=O)N1CCN(C(=O)c2cc(COc3cccc(C(F)(F)F)c3)on2)CC1,4,-3,9,20,-2,15,101,-2.9,-4,11
Cc1nc(SCC(=O)NCC(F)(F)F)c2c(-c3cccs3)csc2n1,0,-4,6,9,0,4,86,-0.6,-1,-7
O=C(COc1cccnc1[N+](=O)[O-])Nc1cccc2ccccc12,-7,3,6,-6,-1,0,118,0.1,-2,-9
Cc1ccc(C(O)CN2C3=NCCN3c3ccccc32)cc1 (configuration not stated),3,-2,-1,-8,·,1,101,-0.2,-6,-5
COc1cc(OC)cc(C(=O)NC(=S)Nc2ccc3[nH]c(=O)[nH]c3c2)c1,-5,0,-16,19,0,9,103,-1.8,6,-4
CN[C@H]1C[C@H]2c3[nH]c4ccc(-c5cccc(C)c5)cc4c3CCN2C[C@H]1[C@H](C)O,-3,2,·,·,3,·,·,·,·,3
C=CCNc1nc(NCc2ccco2)nc(OCC)n1,2,0,16,-9,4,-2,·,0.4,-2,-9
C=C(C)CN(CC)C(=O)CN1C(=O)NC(C)(c2ccc3ccccc3c2)C1=O (configuration not stated),-4,-1,-16,5,3,13,98,-2.3,4,-4
CCCn1nc(C(=O)NCc2ccc3c(c2)OCO3)c2ccccc2c1=O,-1,-1,-3,22,0,-7,109,1.2,1,3
C=CCOc1c(Cl)cc(C(=S)N2CCCC2)cc1OCC,-5,-8,-29,37,-2,4,104,-0.7,-3,8
CCN(CC)c1ccc2cc(C(C)=O)c(=O)oc2c1,-7,-23,-16,5,1,13,72,-2.4,2,-4
Cc1sc2ncn(CC(=O)NC3CCCCC3)c(=O)c2c1C,-11,2,7,-10,-2,11,·,-2.8,-3,-1
O=C(NC(=S)Nc1cc([N+](=O)[O-])ccc1O)c1cccnc1,-9,3,-9,-8,2,15,100,-2.9,-8,-9
CCCNC(=O)CN(C)C(=O)c1n[nH]c2ccccc12,11,1,-1,-11,3,14,·,-2.8,0,-1
Cc1ccccc1COC(=O)CN1C(=O)NC2(CCCC2)C1=O,-4,-1,4,0,3,9,108,-1.8,-2,-6
Cc1nn(CC(=O)N2CCN(c3ccccc3)CC2)c(=O)c2ccccc12,-2,0,-4,15,4,12,109,-2.7,1,7
CN1CCN(C(=S)c2cn(Cc3ccc(Br)cc3)c3ccccc23)CC1,7,-5,2,19,-3,-20,115,3.8,-1,-2
O=C(CCCc1cccs1)Nc1nc(-c2ccc(F)cc2)cs1,-2,-6,-22,-5,0,-29,89,6.3,6,2
COc1ccc(C)cc1NC(=O)C1CCCCN1S(=O)(=O)c1ccccc1 (configuration not stated),3,-4,4,-4,-1,9,100,-2.4,6,3
CC(=O)c1cccc(S(=O)(=O)N2CCC(c3nc4ccccc4[nH]3)CC2)c1,4,-3,-21,24,-1,19,·,-2.9,7,-2
O=C(CCC(=O)N/N=C/c1ccccc1O)NCc1ccccc1,-7,0,15,4,5,6,98,-1.2,6,-7
NCc1ccccc1CS(=O)(=O)N1CCOCC1,1,-5,23,-6,-2,16,·,-4.3,0,-9
CCCCS(=O)CC(O)COCC (configuration not stated),-1,2,-19,4,5,-8,86,1.2,7,0
NC(=O)C1=C[C@H](c2ccc(C(F)(F)F)cc2)C[C@H](OCc2ccc(CO)cc2)O1,-16,2,18,0,0,2,101,-0.3,-7,5
CC(C)Cn1c(=O)c(C(=O)NCc2ccc3c(c2)OCO3)c(O)c2ccccc21,9,-34,-22,-2,2,-6,101,1.2,6,-2
O=C1CC(=Nc2ccccc2)NN1c1ccccc1,-3,10,0,3,0,-23,73,4.3,3,-8
CCC(C)(C)NC(=O)C(c1ccccc1)N(Cc1cccnc1)C(=O)c1csnn1 (configuration not stated),-1,0,-6,0,-5,14,·,-2.2,-1,-4
O=c1cc(NS(=O)(=O)c2ccccc2)nc(SCc2ccc(Cl)cc2)[nH]1,1,-2,0,0,-2,-22,120,4.0,1,-14
O=C(CN(Cc1ccccc1)C(=O)CCC(=O)Nc1ccccn1)NCCc1ccccc1,0,1,0,-2,1,0,86,0.0,0,5

# Three compounds from above, reduced to HTR5A ag, MOR-DOR inv ag and HTR5A inv ctr:
Molecule	HTR5A ag	MOR-DOR inv ag	HTR5A inv ctr
O=C(CCC(=O)N/N=C/c1ccccc1O)NCc1ccccc1	6	6	15
O=c1cc(NS(=O)(=O)c2ccccc2)nc(SCc2ccc(Cl)cc2)[nH]1	1	-22	0
CC(=O)c1cccc(S(=O)(=O)N2CCC(c3nc4ccccc4[nH]3)CC2)c1	7	19	-21

# (list continues)
SMILES,PKA-R1A activ,DAGLB inhibitor,HTR5A inv ctr,Arrestin-AP2 inh,V-ATPase pHluor,MOR-DOR inv ag,DSG3 Ab inh,MOR-DOR ag,HTR5A ag,PKA-R2B act
O=C(Cn1nnc(-c2ccccc2Cl)n1)N/N=C/c1ccc(-c2cccc(Cl)c2)o1,1,-3,18,3,0,-24,98,3.6,3,7
Cc1cc(C)nc(N/C(=N\S(=O)(=O)Cc2ccccc2)Nc2ccc(F)c(Cl)c2)n1,2,0,-1,19,-1,13,93,-2.7,0,-4
Cc1noc(C)c1NC(=O)Nc1cccc2c1O[C@H](CN(C)S(=O)(=O)c1c(C)noc1C)[C@@H](C)CN([C@H](C)CO)C2=O,5,-1,5,4,3,2,106,-0.3,-2,0
NC(=O)c1ccc(-c2noc(-c3cccc(Cl)c3)n2)cc1,-1,-1,-42,-3,1,10,101,-1.8,14,-8
CC1=C(C(=O)OCc2ccccc2)C(c2ccc(C#N)cc2)NC(=O)N1CCCC(=O)O (configuration not stated),-9,4,-6,8,-4,6,98,-1.1,-3,3
CCCCN(C(=O)Cc1ccc2c(c1)OCCO2)c1c(N)n(CCC)c(=O)[nH]c1=O,-5,-1,10,27,-1,10,·,-2.6,-4,4
CC(C)(C)NC(=O)C1CCN(S(=O)(=O)c2ccc(Br)cc2)CC1,-5,-1,2,0,2,3,100,-0.6,-7,-1
C/C(=N\NC(=O)CCCC(=O)O)c1c(-c2ccccc2)c2cc(Cl)ccc2[nH]c1=O,-8,0,6,-16,5,15,99,-2.9,-2,-4
O=C(NNC(=O)c1ccccc1Br)c1cnccn1,-3,0,-10,1,2,6,·,-1.4,4,5
CC1CC(C)CN(CCCNC(=O)c2ccc(N3CCCC3=O)cc2)C1 (configuration not stated),1,-3,-10,27,0,11,99,-2.1,-2,-5
COc1cc(C(=O)N2CCCc3ccccc32)cc(OC)c1OC,-7,0,-6,14,-3,4,96,-0.7,-3,0
CCCN1C(=O)c2cc(C(=O)NC3CCCC3)ccc2C1O (configuration not stated),-3,-2,-19,-6,0,17,110,-3.3,6,6
O=C(OCc1cn([C@H]2C[C@H](c3ccccc3)N(C(=O)c3cccs3)C[C@@H]2O)nn1)c1ccccc1,-4,-1,·,·,0,·,106,·,·,4
CCSC1(SCC)N=C(N)C2(C#N)C(c3ccccc3)NC3=C(CCC3)C12C#N (configuration not stated),-2,1,5,2,0,-7,94,1.2,-2,8
CN(CCOc1ccccc1Cl)Cc1ccccc1,4,-3,7,27,-1,-9,104,1.6,0,2
COc1cccc(NC(=O)COc2nc3ccccc3nc2C)c1,-9,2,2,1,-5,1,100,-0.2,5,-13
CCCS(=O)(=O)N1CCC(C(=O)c2cccc(C(F)(F)F)c2)CC1,-9,-1,18,-7,-2,-9,107,1.7,2,-1
CN(Cc1ccccc1)C(=O)c1[nH]cnc1C(=O)Nc1cccc(Cl)c1,-10,0,-18,8,3,-22,104,3.9,6,-11
CC(C)N1CCc2c(sc(NC(=O)CN3C(=O)c4ccccc4C3=O)c2C(N)=O)C1,-1,-1,23,44,2,12,99,-2.3,8,-1
COc1cc(/C=C(/C#N)c2nc3ccccc3c(=O)[nH]2)ccc1O,0,-2,2,6,-3,10,87,-1.8,4,-14
COc1cccc(NC(=O)CN(C)CC(=O)NCc2ccco2)c1,2,-3,5,11,0,7,·,-1.9,-2,-4
Cc1cccc(Cn2ccc(NC(=O)c3ccc4c(c3)OCO4)n2)c1,-4,0,-3,18,6,0,102,0.0,1,-6
O=C(CS(=O)(=O)Cc1ccccc1)Nc1nnc(C(F)(F)F)s1,-11,0,18,2,2,-5,·,0.7,1,-4
C1CCCN(c2nc3nonc3nc2N2CCCCCC2)CC1,4,-3,-10,3,0,16,103,-3.3,-12,-9
COc1cccc2c1OCC(CN1CCN(Cc3ccccc3)C(CCO)C1)=C2 (configuration not stated),4,1,0,54,2,5,91,-0.9,8,-2
O=C(Nc1ccc(Cl)cc1)c1cccc(OC(=S)N2CCOCC2)c1,-7,-2,10,-2,1,1,101,-0.2,-1,2
O=C(CSc1nc2ccccc2[nH]1)NCCN1CCCCC1,10,0,10,1,-2,16,127,-2.8,-5,-2
CCn1cc([C@@H]2C[C@H]3CN(Cc4cccc(Cl)c4)C(=O)[C@]34CCCN24)c(C)n1,-3,2,-7,12,-1,3,127,-0.4,3,2
Cc1[nH]c2ccccc2c1/C=N/NS(=O)(=O)c1ccccc1,7,-1,-3,27,0,-2,119,0.4,1,6
N/C(=N\OC(=O)c1ccc([N+](=O)[O-])cc1)c1cccnc1,-10,2,-5,-5,-2,-16,100,3.2,2,-3
O=C(c1ccc(F)cc1)N1CCCCC(S(=O)(=O)c2ccccc2)C1=O (configuration not stated),-8,-2,9,-25,2,9,122,-1.6,0,-8
COc1ccc(C(=O)N/C(=C/c2ccc(Cl)cc2)C(=O)Nc2ccc(C(=O)O)cc2)cc1,0,3,-7,5,-4,13,101,-1.9,-4,0
COc1ccccc1N1CCN(CC(=O)NCC2CCCO2)CC1 (configuration not stated),1,1,-22,6,-2,-16,104,2.8,1,-3
CC(C)[C@H](NS(=O)(=O)c1ccccc1F)C(=O)NC1CCCCC1,3,-2,-9,27,-3,7,·,-1.6,3,2
COc1cc(C(=O)NCC2CCCO2)ccc1OCc1ccc(Cl)cc1 (configuration not stated),3,-8,2,-1,0,13,99,-3.4,4,2
CC(OC(=O)c1ccc(NC(=O)CC#N)cc1)C(=O)Nc1ccc2c(c1)OCCO2 (configuration not stated),-6,-1,-3,-6,3,10,101,-1.5,1,2
COc1ccc(NC(=O)CSCc2cc(=O)n3cc(C)sc3n2)cc1,-7,2,9,3,4,7,·,-1.4,0,-12
COc1cccc(C(=O)NNc2c3ccccc3nc3ccccc23)c1,-2,45*,17,4,-1,14,102,-3.0,-4,4
CC(=O)Nc1cccc(NC(=O)CSc2ccc(C(F)(F)F)cc2[N+](=O)[O-])c1,-7,2,-8,-4,-7,-5,84*,0.8,-2,9
CC(=O)c1cccc(OCC(O)CN2CCN(S(=O)(=O)c3c(F)cccc3F)CC2)c1 (configuration not stated),2,1,-7,22,0,3,103,-0.6,2,-21
